CHOP inhibitor: CHOP inhibition in unfolded protein response; CHO-K1 CHOP-promoter luciferase, tunicamycin-induced, 15-18 h; inhibition, % at 10 µM; hit rate 3.8% among 220,000; AID 2732;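 active = compounds that reduced the stress-induced luciferase reporter signal by more than about 70% of percent inhibition, limit read from the data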;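 also: 0% = tunicamycin plus vehicle and 100% = wells without tunicamycin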
BaF3 tox: counter-screen for JAK2V617F inhibitors: parental Ba/F3 viability inhibitors; CellTiter-Glo ATP luminescence; inhibition, % at 5.6 µM; hit rate 1.1% among 220,000; AID 1486;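 active = inhibition above a per-campaign cutoff, the mean inhibition of all tested compounds plus 3 SD, cut at about 27% in these data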;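 also: 0% = DMSO wells and 100% = JAK Inhibitor I control wells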
NPY-Y1 antag: blocks the human neuropeptide Y Y1 receptor | P25929 | HEK293-CNG Y1 cells, membrane potential fluorescence; NPY at EC95, then isoproterenol | inhibition, % at 3.6 µM | hit rate 1% among 200,000 | AID 1040;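 active = inhibition above the campaign mean inhibition of all tested compounds plus 3 SD, cut at about 20% in these data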;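 also: 0% = DMSO wells given NPY plus isoproterenol and 100% = isoproterenol alone without NPY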
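Test system: HEK293 cells co-expressing NPY Y1 receptor and cyclic-nucleotide gated channel; Also added: NPY (25 nM), isoproterenol (1 µM), Ro 20-1724 (25 µM); Compound dosing: one concentration, 3.6 µM, in 0.4% DMSO; Timing: dye 3 h, compound 60 min room temperature, stimulation 45 min; Technique: Membrane-potential fluorescent dye readout.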
NPY1 pot ag: potentiators or agonists of human neuropeptide Y receptor Y1; hit rate 0.37% among 220,000; NPY-Y1 expressing cells, potentiator/agonist activation; activation, % at 3.6 µM; AID 1304; P25929; in the data active = activation above about 33%, passing the limit was not always enough;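 also: cells stimulated with NPY at EC10 then isoproterenol at EC100; 0% = low agonist plus stimulus and 100% = saturating agonist plus stimulus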
S1P4 antagonist: human S1P4 receptor antagonism; hit rate 0.26% among 220,000; inhibition, % at 4.98 µM; AID 1510; S1P4-expressing cells, antagonist mode, reporter read-out; O95977; in the data active = inhibition above about 29%;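 also: 0% = wells stimulated with agonist and 100% = vehicle wells without agonist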
Target sequence (O95977 whole entry, looked up): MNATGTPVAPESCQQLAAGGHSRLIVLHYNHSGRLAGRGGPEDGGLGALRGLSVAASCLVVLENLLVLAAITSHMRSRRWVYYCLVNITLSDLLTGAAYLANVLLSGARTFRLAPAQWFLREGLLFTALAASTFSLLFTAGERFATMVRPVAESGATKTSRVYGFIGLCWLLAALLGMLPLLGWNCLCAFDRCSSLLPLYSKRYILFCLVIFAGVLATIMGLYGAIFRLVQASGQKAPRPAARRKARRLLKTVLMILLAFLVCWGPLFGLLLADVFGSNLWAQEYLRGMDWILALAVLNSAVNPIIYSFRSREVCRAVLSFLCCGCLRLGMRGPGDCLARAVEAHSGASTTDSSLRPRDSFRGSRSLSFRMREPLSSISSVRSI
NCF1 inh: inhibitors of human p47phox binding. hit rate 0.53% among 220,000. AID 1274. p47phox/p22phox peptide binding, fluorescence polarization, 2 h. P14598. inhibition, % at 24.7 µM;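 active = inhibition above about 30%, limit read from the data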;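 also: 0% = p47phox with labelled peptide and 100% = labelled peptide alone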
Ba/F3 V617F tox: lowers viability of Ba/F3 cells expressing EpoR and JAK2V617F; ATP luminescence; inhibition, % at 5.6 µM; hit rate 1.1% among 220,000;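 active = inhibition above the campaign mean plus 3 SD over all tested compounds, cut at about 24% in these data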;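 also: cytokine-independent growth of Ba/F3 cells driven by EpoR plus mutant JAK2; 0% = DMSO-treated cells and 100% = JAK inhibitor I control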
S1P4 agonist: human S1P4 receptor agonism. O95977. S1P4-expressing cell line, agonist reporter assay. activation, % at 4.98 µM. hit rate 0.35% among 220,000; in the data active = activation above about 11%;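 also: 0% = DMSO vehicle and 100% = reference agonist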
NPY-Y2 PAM-ag: potentiates or activates human NPY-Y2 receptor. cells expressing NPY-Y2, potentiator/agonist read-out. activation, % at 3.6 µM. hit rate 0.45% among 220,000; in the data active = activation above about 27%;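 also: cells stimulated with NPY near EC25 plus isoproterenol at EC100; 0% = vehicle plus submaximal agonist and 100% = vehicle plus saturating agonist; some results beyond the cut were filed as inactive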
Target sequence (P49146 whole entry, looked up): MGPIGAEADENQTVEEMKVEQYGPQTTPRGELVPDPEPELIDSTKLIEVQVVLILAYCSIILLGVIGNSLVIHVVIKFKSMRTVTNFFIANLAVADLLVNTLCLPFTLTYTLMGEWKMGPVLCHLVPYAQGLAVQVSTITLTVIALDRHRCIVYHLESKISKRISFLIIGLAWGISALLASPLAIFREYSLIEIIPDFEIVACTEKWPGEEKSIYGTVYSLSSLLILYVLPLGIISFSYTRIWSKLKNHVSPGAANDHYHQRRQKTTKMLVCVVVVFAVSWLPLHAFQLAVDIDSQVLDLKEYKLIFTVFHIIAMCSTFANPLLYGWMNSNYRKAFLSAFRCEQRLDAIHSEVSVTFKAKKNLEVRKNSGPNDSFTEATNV
An asterisk follows results filed as active; x = not tested or not shown; & = joins results of further samples.

SMILES	CHOP inhibitor	BaF3 tox	NPY-Y1 antag	NPY1 pot ag	S1P4 antagonist	NCF1 inh	Ba/F3 V617F tox	S1P4 agonist	NPY-Y2 PAM-ag
CN1C(=O)CC(N2CCC(c3nc4ccccc4s3)CC2)C1=O (centres undefined)	24	1	-1	-11	-6	-3	0	-2.8	8
Cc1occc1-c1nnc(SCCNCCO)o1	-27	-5	0	12	-7	-3	-7	-1.3	-2
CCOC(=O)c1cc(-c2ccccc2)sc1NC(=O)C(C)OC(=O)c1ccncc1 (centres undefined)	31	1	1	20	-4	-10	-3	0.7	9
Cc1ccc(-c2nc3c(cnn3-c3ccccc3)c(=O)o2)cc1	22	7	3	-9	-10	-10	4	2.0	-9
CCCCNC(=O)Nc1ccccc1CC	12	-1	x	18	8	-5	-2	1.0	-5
CC(C)CNC(=O)CSc1nnc(CN2CCCCCC2=O)n1-c1ccccn1	-11	0	-7	-2	4	-11	-4	-1.1	12
CCOC(=O)N1CCN(C(=O)CN(Cc2ccc(Cl)cc2)S(C)(=O)=O)CC1	45	-4	2	0	0	-7	1	-1.2	-9
CCn1c(SCc2nc3ccccc3c(=O)[nH]2)nc2ccccc2c1=O	17	5	19	-12	-3	12	1	1.1	-6
CC(C)(C#CCN1CCCC1)OCCC#N	42	4	-3	2	0	-19	-5	-0.5	7
CN(C)c1nc(OCC(=O)NC(C)(C)C)nc(N(C)C)n1	21	4	2	-8	1	-9	-3	-0.5	5
CC(C)COc1ccccc1C(=O)NC(CO)C(=O)O (centres undefined)	7	5	-3	4	12	9	-1	1.5	-2
Cc1ccc(-c2nnc(N(C)C(=O)c3cccnc3)s2)cc1	20	0	-3	13	-2	-2	-4	-1.0	1
O=C(COC(=O)C1Cc2ccccc2CN1C(=O)c1ccccc1)Nc1ccc(SC(F)F)cc1 (centres undefined)	40	1	1	-7	-13	-9	-3	0.5	8
O=C(Nc1ccccc1Cl)NC1(C(=O)NCCCN2CCOCC2)CCCCC1	-2	1	-2	6	-3	9	1	1.1	0
O=C1CCCN1c1cccc(Br)c1	-4	0	-1	0	-16	0	-2	-3.0	12
COCCCn1c(C)nc2c(c1=O)c1nc3ccccc3nc1n2CCc1ccccc1	39	2	6	-1	-4	-20	1	-0.6	2
Cc1oc(-c2ccc(Cl)cc2)cc1C(=O)O	-34	5	x	-4	5	-15	-8	-2.2	-53
CC(C)n1c(=S)[nH]c2ccccc2c1=O	20	0	8	8	4	-10	-7	-0.6	3
O=C(Nc1cccc2ccccc12)N1CC=CCC1	-10	3	-5	-8	-5	-7	2	1.0	-13
COC(=O)c1ccc(NC(=O)Nc2cccc(F)c2)cc1	-41	7	-7	4	-22	7	3	0.0	-7
O=C(NNc1ccccn1)C(=O)NNS(=O)(=O)c1ccc(F)cc1	23	6	-3	-1	-6	-5	-2	0.7	10
C=CCNC(=O)c1ccc(-n2cccc2)cc1	23	7	-2	-6	-6	-12	1	2.3	7
COc1ccccc1/C=N/N1C(=O)C(CC(=O)Nc2ccc([N+](=O)[O-])cc2OC)SC1=Nc1cccc(C)c1C (centres undefined)	14	3	5	27	0	-27	0	1.1	3
Cc1ccc(-c2nn(-c3ccccc3)cc2/C=C(\C#N)c2cccc(C#N)c2)o1	13	1	3	-8	11	-27	-5	-1.0	-5
CCNCC(=O)N1c2ccccc2CCc2ccc(NC(C)=O)cc21	9	0	0	4	-1	-2	-6	1.1	8

The final seven entries of the section before open the next one:
SMILES	CHOP inhibitor	BaF3 tox	NPY-Y1 antag	NPY1 pot ag	S1P4 antagonist	NCF1 inh	Ba/F3 V617F tox	S1P4 agonist	NPY-Y2 PAM-ag
O=C(Nc1cccc2ccccc12)N1CC=CCC1	-10	3	-5	-8	-5	-7	2	1.0	-13
COC(=O)c1ccc(NC(=O)Nc2cccc(F)c2)cc1	-41	7	-7	4	-22	7	3	0.0	-7
O=C(NNc1ccccn1)C(=O)NNS(=O)(=O)c1ccc(F)cc1	23	6	-3	-1	-6	-5	-2	0.7	10
C=CCNC(=O)c1ccc(-n2cccc2)cc1	23	7	-2	-6	-6	-12	1	2.3	7
COc1ccccc1/C=N/N1C(=O)C(CC(=O)Nc2ccc([N+](=O)[O-])cc2OC)SC1=Nc1cccc(C)c1C (centres undefined)	14	3	5	27	0	-27	0	1.1	3
Cc1ccc(-c2nn(-c3ccccc3)cc2/C=C(\C#N)c2cccc(C#N)c2)o1	13	1	3	-8	11	-27	-5	-1.0	-5
CCNCC(=O)N1c2ccccc2CCc2ccc(NC(C)=O)cc21	9	0	0	4	-1	-2	-6	1.1	8
CCOC(=O)COc1cc(-n2c(=S)[nH]c3ccccc3c2=O)c(Cl)cc1Cl	17	10	-2	16	-8	-6	6	1.1	-13
c1ccc(CNc2nc(-c3cccs3)nc3ccccc23)nc1	0	0	-1	11	-20	-3	-4	1.1	17
CCOC(=O)Cc1csc(NC(=O)COc2cc(C)cc(C)c2)n1	23	0	5	-6	-14	4	-2	0.8	-8
CSC1=C(C#N)C(c2ccccc2C)C(C#N)=C(N)N1 (centres undefined)	-2	3	-6	2	10	-3	0	4.9	-2
CCOC(=O)c1ccoc1CSCc1ccc(C(=O)OC)o1	33	6	12	-10	-13	-26	2	0.7	6
Cc1ccc(C(=O)OCC(=O)Nc2ccc3c(c2)OCO3)o1	23	-1	18	-28	-11	-13	-5	0.8	4
N#Cc1nc(/C=C/c2ccccc2)oc1NCCCN1CCOCC1	-10	0	x	-15	-11	-9	-2	2.4	3
CC1(C)CN(c2ccc(Br)cc2Br)C1=O	13	7	0	17	-14	-3	-6	2.8	4
COc1cc(NS(=O)(=O)c2ccc(NC(=O)c3ccc(C)o3)cc2)nc(OC)n1	26	4	6	-19	-16	4	2	1.9	9
Cc1cc(C)cc(NC(=O)C(c2ccccc2)N2CCCC2)c1 (centres undefined)	9	5	6	-1	-10	-4	-2	-0.4	4
COc1ccc(/C=C2/SC(c3ccc(C)cc3)=NC2=O)cc1OC	50	2	0	-10	7	-37	-2	0.5	-13
COc1ccc2nc(NC(=O)C3COc4ccccc4O3)sc2c1 (centres undefined)	49	2	2	-6	-19	-8	1	-0.9	-9
CC(=O)N1CCc2c(sc(NC(=O)CN3C(=O)c4ccccc4C3=O)c2C(N)=O)C1	7	-2	-2	-1	19	-7	-2	0.3	11
CC12CCC(C(=O)O)(C/C1=N\O)C2(C)C (centres undefined)	15&-7	2&1	-3&3	-5&10	-10&-12	-1&-12	-1&-2	-0.1&0.2	2&-5
Cc1ccc(NC(=O)Cn2cnc3sc(C(=O)NCCN(C)C)c(C)c3c2=O)cc1Cl	7	2	2	15	-10	-14	-5	-0.7	-10
CC1=C(C(=O)Nc2ccc(C)cc2C)C(c2ccc(C)o2)NC(=S)N1 (centres undefined)	11	8	-3	13	-4	-4	1	0.1	-4
COC(=O)c1sc(S(=O)(=O)Nc2ccc(C)cc2)c(C(=O)OC)c1C	-3	4	2	-15	1	-8	2	2.6	1
CC1(C)Cc2nc3sc4c(N(CCO)CCO)nnnc4c3cc2CO1	6	5	2	-7	-9	6	3	2.1	3
Cc1ccc(N2C(=O)C3C4C=CC(CNC(=S)N5CCN(c6cccc(C)c6)C(C)C5)(O4)C3C2=O)cc1 (centres undefined)	92*	8	4	4	14	-7	3	-1.1	4
COc1ccc(NS(=O)(=O)c2cc(NC(=O)CNC(=O)c3cccc(OC)c3)ccc2C)cc1	8	5	3	3	-25	-19	-3	1.1	16
COC(=O)CN1C(=O)C(C)=C(c2ccc(C)cc2)S1(=O)=O	28	1	-3	-3	-17	-3	-1	0.9	-7
Cc1c(O)ccc2c(CN3CCN(C/C=C/c4ccccc4)CC3)cc(=O)oc12	28	3	x	-16	-2	-5	6	0.0	-18
Cc1ccc(C(=O)NC(=S)Nn2cnnc2)cc1	18	7	0	-4	7	-10	5	-3.0	-2
CCC(=O)N1CCc2cc(S(=O)(=O)CCC(=O)Nc3ccc(CC)cc3)ccc21	45	93*	-2	-29	6	-5	-1	3.3	1
CCN1CCN(C(=O)C(=O)c2c(C)[nH]c3ccccc23)CC1	-6	2	-1	-7	-7	2	3	-1.0	16

Quoted from the listing.
For NPY1 pot ag, `O=C(COC(=O)C1Cc2ccccc2CN1C(=O)c1ccccc1)Nc1ccc(SC(F)F)cc1` (centres undefined) has -7
For Ba/F3 V617F tox, `CC(C)COc1ccccc1C(=O)NC(CO)C(=O)O` (centres undefined) has -1
For NPY1 pot ag, `COC(=O)c1ccc(NC(=O)Nc2cccc(F)c2)cc1` has 4
For CHOP inhibitor, `CC(C)n1c(=S)[nH]c2ccccc2c1=O` has 20
For NPY1 pot ag, `CC1=C(C(=O)Nc2ccc(C)cc2C)C(c2ccc(C)o2)NC(=S)N1` (centres undefined) has 13
For S1P4 antagonist, `COC(=O)CN1C(=O)C(C)=C(c2ccc(C)cc2)S1(=O)=O` has -17

(list continues)
SMILES	CHOP inhibitor	BaF3 tox	NPY-Y1 antag	NPY1 pot ag	S1P4 antagonist	NCF1 inh	Ba/F3 V617F tox	S1P4 agonist	NPY-Y2 PAM-ag
O=C(NNC(=O)c1cnccc1C(F)(F)F)c1ccc(Cl)cc1	-1	-2	x	-3	2	0	3	0.2	-2
CN(C)S(=O)(=O)c1cc(NC(=O)COC(=O)/C=C/c2ccco2)ccc1Cl	2	-6	x	10	-8	-26	-5	0.2	-18
CSc1ccc(NC(=O)NCc2ccccc2)cc1	6	1	x	2	1	-2	-4	1.5	17
COc1cccc(/C=C2\SC(=S)N(C(C(=O)O)c3ccccc3)C2=O)c1OC (centres undefined)	13	-2	x	-31	4	-3	4	1.2	-16
COc1ccc(C2C(C(=O)c3ccco3)=C(O)C(=O)N2Cc2cccnc2)cc1OC (centres undefined)	-16	3	4	5	5	-18	3	1.9	-2
CC1CC/C(=N/Nc2ccccc2)C(=O)N1 (centres undefined)	-3	8	6	3	-13	-11	2	-0.3	10
Cc1cccn2c(=O)c(C=O)c(N3CCN(c4ccccc4)CC3)nc12	2	6	12	-21	-4	-2	5	-1.3	-25
Cc1cc(Cl)ccc1OCCCC(N)=O	36	1	8	-2	-8	-10	-2	4.9	0
O=c1cc(N2CCOCC2)cnn1-c1ccccc1	9	5	2	1	-7	3	1	0.3	6
Cc1ccc(-n2nc(-c3cccs3)cc2C(=O)NCC2CCCO2)c(C)c1 (centres undefined)	24	-3	13	11	-4	3	-1	-0.5	3

Three entries already listed, ordered by the number in S1P4 agonist, falling:
structure	S1P4 agonist
COc1ccc(C2C(C(=O)c3ccco3)=C(O)C(=O)N2Cc2cccnc2)cc1OC (centres undefined)	1.9
CSc1ccc(NC(=O)NCc2ccccc2)cc1	1.5
Cc1cccn2c(=O)c(C=O)c(N3CCN(c4ccccc4)CC3)nc12	-1.3
